p53 reactivator – qHTS assay for re-activators of p53 using a Luc reporter; H1299 p53-A138V BP100-luciferase reporter, luminescence, 24 h; Potency, µM (highest dose often 92.2 µM), for the others: at the top dose activity change, positive = activation, usual class: activators; 0.063% of 320,000 active; AID 504706, 2011; further: potency means the concentration at half of the fitted maximal effect; % of control where 0% means no effect; nearly all actives have a fitted effect of over 45% in size
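p53-null H1299 cells stably carrying temperature-sensitive p53-A138V and a BP100-luciferase reporter were pinned with compounds (4-point, 1:5 series) and held 24 hrs at 37 deg C. Luminescence was read 10 min after detection reagent.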
TRPV1 ag – HTS Assay for Compounds that Act as Agonists of the Vanilloid Receptor 1; Transient receptor potential cation channel subfamily V member 1 (Homo sapiens), Q8NER1; TRPV1-expressing cells, Fluo-8 calcium influx, agonist mode; activation, % at 8.33 µM; 0.19% of 320,000 active; AID 540275, 2011; in the data active means activation above about 80%; inconclusive means between about 30% and that limit; further: 0% is about no effect
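Cells expressing TRPV1 were dye-loaded with Fluo-8 and read kinetically: 10 s baseline, 3 min after compound (agonist portion), then 2 min after EC20 capsaicin (allosteric enhancer portion). Calcium-bound dye fluorescence at 480/520 nm.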
ELG1 DNA repair – qHTS screen for small molecules that inhibit ELG1-dependent DNA repair in human embryonic kidney (HEK293T) cells expressing luciferase-tagged ELG1. HEK293T ELG1-luciferase reporter, luminescence, 16 h; DNA damage induced by 5-fluorouridine. Potency, µM (titrated, usually from 46.1 µM), for inactives: at the highest dose activity change, negative = inhibition, most hits filed as inhibitors. 2.3% of 330,000 active; further: potency means the concentration at half of the fitted maximal effect; on the % scale 0 is the no-effect control and ±100 the full control effect; nearly all actives have a fitted effect of over 55% in size
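Luminescence from the luciferase reporter, measured 30 min after ONE-Glo reagent at room temperature, was the read-out. Beforehand, 2,000 cells per well were exposed for 16 hr at 37 °C to 5-fluorouridine together with compound or vehicle.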
B2AR arrestin – qHTS assay of beta-arrestin-biased ligands of beta2-adrenergic receptor. AID 492947, 2010. Beta-2 adrenergic receptor (Homo sapiens), P07550. Potency, µM (highest dose often 46.1 µM), inactives show at the top dose activation, usual class: activators. 0.02% of 330,000 active. beta-arrestin recruitment to beta2AR, cell-based reporter;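 further: potency means the concentration at half of the fitted maximal effect; 0% = DMSO controls and full agonism = EC100 isoproterenol or metaproterenol; nearly all actives have a fitted effect of over 65% in size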
Target sequence (P07550 whole entry, looked up): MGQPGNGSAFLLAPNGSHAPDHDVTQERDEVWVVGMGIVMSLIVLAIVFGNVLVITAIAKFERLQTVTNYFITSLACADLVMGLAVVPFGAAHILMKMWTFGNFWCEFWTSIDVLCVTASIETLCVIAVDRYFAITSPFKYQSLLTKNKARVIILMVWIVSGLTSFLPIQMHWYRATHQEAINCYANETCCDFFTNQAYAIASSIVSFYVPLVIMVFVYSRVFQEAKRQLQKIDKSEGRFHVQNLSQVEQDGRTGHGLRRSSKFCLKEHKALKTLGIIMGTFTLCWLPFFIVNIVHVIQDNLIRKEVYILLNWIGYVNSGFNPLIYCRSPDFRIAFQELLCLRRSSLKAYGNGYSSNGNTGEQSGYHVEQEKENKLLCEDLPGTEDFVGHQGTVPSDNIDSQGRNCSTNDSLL
BRCA1 expr act – qHTS Assay to Identify Small Molecule Activators of BRCA1 Expression; MCF7-BRCA1-FFLuc reporter, luminescence, 48 h; response scale: scaled: vehicle 0%, 10 µM genistein 100%; 1.1% of 380,000 active; Potency, µM (titrated, usually from 46.1 µM), inactives show top-dose activation, actives largely listed as activators; further: potency means the concentration at half of the fitted maximal effect; nearly all actives have a fitted effect of over 80% in size; some results filed as inactive show a strong effect at the top dose
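Compounds are tested at multiple concentrations on MCF7 BRCA1-luciferase reporter cells seeded at 2000 per well; after 48 h, a single luminescence end-point is taken and curves fitted to the normalized data.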
Integrin act MD – qHTS for Activators of Integrin-Mediated Alleviation for Muscular Dystrophy; alpha7betagal myoblasts, beta-gal FDG fluorescence, 48 h; Potency, µM (doses to about 38.3 µM), inactives show at the highest dose activation, most hits filed as activators; 0.064% of 350,000 active; AID 624291, 2012;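 further: potency means the concentration at half of the fitted maximal effect; 100% = response of the positive control SU9516; nearly all actives have a fitted effect of over 60% in size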
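Alpha7betagal+/- myoblasts (passage 13) were plated 16-24 hr, then exposed to compounds (1:260 dilution of DMSO stock) for 48 hours at 37C. After MPER lysis, β-galactosidase reporter activity was read as FDG fluorescence (ex 480/em 540) after 30 minutes.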
TCR activator – Activators of T cell receptors: qHTS campaign | 330,000 tested, under 10 active | Potency, µM (titrated, usually from 9.22 µM), for the others: at the highest dose activation of IL-2 secretion, most hits filed as activators | primary human leukocytes, anti-CD3, IL-2 HTRF, 48 h; further: % of control where 0% means no effect
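1) Mix primary human leukocytes, a-CD3 beads and compound. 2) Incubate 48 hr. 3) Add HTRF IL-2 reagents (a-IL-2-K, a-IL-2-d2).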
TSG101-PTAP inh – qHTS Assay for Iinhibitors of HIV-1 Budding by Blocking the Interaction of PTAP/TSG101; Fluorescence polarization, FITC-PTAP peptide / Tsg101 binding; 340,000 tested, under 10 active; Potency, µM (series often up to 115 µM), for inactives: at the top dose activity change, negative = inhibition, actives largely listed as inhibitors; active means well fitted inhibition curve with a large enough effect in the main read-out, with a control signal flat, not every such curve was filed as active; inconclusive means small, poorly fitted or top-dose-only effect, or effect the other way, or a change in a side signal; inactive means no such curve, though single readings can be large or run the other way; further: potency means the concentration at half of the fitted maximal effect; % of control where 0% means no effect
Target sequence (Q99816 whole entry, looked up): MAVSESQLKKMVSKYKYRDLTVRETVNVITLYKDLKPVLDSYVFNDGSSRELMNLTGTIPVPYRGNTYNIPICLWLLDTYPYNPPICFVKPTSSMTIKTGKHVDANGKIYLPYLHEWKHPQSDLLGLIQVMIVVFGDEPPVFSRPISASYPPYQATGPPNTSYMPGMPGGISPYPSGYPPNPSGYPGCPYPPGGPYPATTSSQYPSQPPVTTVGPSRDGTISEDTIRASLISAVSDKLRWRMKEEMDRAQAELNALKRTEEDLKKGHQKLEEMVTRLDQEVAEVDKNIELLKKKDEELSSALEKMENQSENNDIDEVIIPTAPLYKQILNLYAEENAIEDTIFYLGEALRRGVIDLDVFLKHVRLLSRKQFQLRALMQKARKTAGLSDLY
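Tsg101 binding domain (10 uM final) was mixed with compound and a FITC-labeled PTAP peptide (50 nM final) in HEPES pH 7.5 buffer with NaCl, Tween 20, EDTA and TCEP; fluorescence polarization was read after 20 min at r.t.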
AT treatment – qHTS Assay for Identifying a Potential Treatment of Ataxia-Telangiectasia; […] A-T fibroblasts, KAP-1 phosphorylation AlphaLISA; neocarzinostatin DNA damage 30 min before lysis; Potency, µM (titrated, usually from 57.5 µM), for inactives: top-dose activation, hits mostly activators; 0.19% of 320,000 active; further: potency means the concentration at half of the fitted maximal effect; % of control where 0% means no effect; nearly all actives have a fitted effect of over 45% in size
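ATM-like activity read as KAP-1 phosphorylation via AlphaLISA donor/acceptor antibody pairs after lysis and 6 hr at 25C. Cells were ATM-null patient fibroblasts ([…], hTERT), dosed 60 min, then exposed to the DSB inducer NCS for 30 min.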
MLL CXXC-DNA inh – qHTS Fluorescence Polarization Assay for Inhibitors of MLL CXXC domain - DNA interaction. MLL-CXXC / FITC-HOXA9 DNA fluorescence polarization. Potency, µM (series often up to 115 µM), for inactives: at the top dose activity change, negative = inhibition, hits mostly inhibitors. 0.037% of 290,000 active. AID 2662, 2010; active means well fitted inhibition curve with a large enough effect in the polarisation, with a control signal flat, not every such curve was filed as active; inconclusive means small, poorly fitted or top-dose-only effect, or effect the other way, or a change in a side signal; inactive means no such curve, though single readings can be large or run the other way; the % refers to the polarisation; further: potency means the concentration at half of the fitted maximal effect
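Fluorescence polarization: 7 uM MLL-CXXC (stock) preincubated 5 min with compounds, then 50 nM fluorescein-HOX-A9 DNA (stock) added; 30 min ambient. Buffer 50 mM Tris-HCl pH 7.5, 50 mM NaCl, 1 mM DTT, 0.05% BSA.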
Active calls of the source: *; ? = inconclusive; / = not tested or not shown; [ ] = remark or other dose. Unless noted, the call rests on the fitted dose curve; in most records, active means well fitted curve in the direction sought with a large enough effect; inconclusive means small, poorly fitted or top-dose-only effect, or another doubt; inactive means no such curve, though single readings can be large; an effect the other way counts as inactive or inconclusive.

molecule,p53 reactivator,TRPV1 ag,ELG1 DNA repair,B2AR arrestin,BRCA1 expr act,Integrin act MD,TCR activator,TSG101-PTAP inh,AT treatment,MLL CXXC-DNA inh
COc1cc(/C=N/NC(=O)C(=O)NCC2CCCO2)ccc1OCC(=O)N1CCOCC1 (stereo not given),7%,1,-8%,-0.1%,-18%,23%,-5%,1%,-1%,0%
COc1ccc(N2CCN(C(=O)C3CCCN(c4ncnc5c4nc4n5CCCCC4)C3)CC2)cc1 (stereo not given),-9%,8,3.7µM*,0.1%,4%,21%,-6%,-10%,-2%,-4%
CC(=O)c1cccc(NC(=S)NC2CCCCCCC2)c1,-3%,?,10%,0.3%,6%,9%,-5%,-7%,1%,0%
CCN(C(=O)COc1ccc(F)cc1Br)c1c(N)n(Cc2ccccc2)c(=O)[nH]c1=O,6%,1,0%,-0.8%,-8%,-11%,4%,-4%,-9%,/
COc1cc2ncc(S(=O)(=O)c3ccccc3)c(N3CCCC(C)C3)c2cc1OC (stereo not given),-3%,29,18µM*,0.1%,-68%,-2%,1%,-24%,-4%,/
O=C(CN1CCN(C(C(=O)Nc2ccc(F)cc2)c2ccccc2)CC1)NC1CC1 (stereo not given),3%,1,18%,0.0%,-5%,-1%,0%,-2%,-3%,/
CCOC(=O)c1cc2sccc2n1CC(=O)Nc1ccc(OC)cc1,-5%,3,?,0.4%,-22%,-13%,5%,-4%,-2%,0%
C[C@@H](c1ccccc1)N1Cc2ccccc2Oc2cc(Br)ccc2S1(=O)=O,4%,/,-15%,-0.5%,-10%,8%,-9%[46.1 µM],-2%,2%,/
CCc1nc2ccccc2n(CCOCCn2c(=O)c(CC)nc3ccccc32)c1=O,1%,2,23µM*,-0.8%,-33%,16%,/,-4%,?,-3%
CCOC(=O)c1cnn(-c2cc(C)cc(C)c2)c1N,-1%,1,?,-0.2%,34%,-17%,-5%,-4%,8%,3%
N#Cc1cc2c(nc1SCc1nc3ccccc3[nH]1)CCC2,/,?,?,0.4%,/,/,/,/,7%,-10%
C=CCn1c(N)cc(=O)nc1SCC(=O)Nc1ccc(C)cc1,-2%,3,-6%,0.3%,-10%,4%,/,-6%,1%,3%
CCN1C(=O)[C@H]2[C@@H](c3ccc(-c4cc(C(C)=O)cs4)cc3)N3CCCC[C@@]3(C(=O)OC)[C@H]2C1=O,-4%,1,?,-0.2%,-14%,9%,9%,-3%,11%,/
COc1cccc(NC(=O)C(Sc2nc3ccccc3c(=O)n2CC(C)C)c2ccccc2)c1 (stereo not given),-14%,3,2%,-0.7%,0%,-21%,1%[46.1 µM],0%,14%,?
COc1ccccc1NC(=O)CN1CCN(c2ccccn2)CC1,7%,6,14%,-0.3%,-18%,3%,-7%[46.1 µM],-5%,-1%,2%
Cc1cc(C)cc(Oc2nc(C(F)(F)F)nc3ccccc23)c1,-7%,0,-5%,0.4%,-70%,23%,1%,-3%,4%,2%
CCN(CCC(=O)Nc1cc([N+](=O)[O-])ccc1OC)Cc1ccccc1,-7%,16,-14%,-0.4%,-20%,13%,-2%[46.1 µM],-1%,-2%,-3%
O=C(O)CC/C(=N\Nc1ccccc1[N+](=O)[O-])c1cccs1,4%,4,8%,-1.0%,-5%,6%,2%,-8%,-4%,3%
COc1ccc(NC(=O)c2ccccc2NC(=O)NC2CCCCC2)cc1,-1%,20,?,-0.4%,76%,-2%,-4%,-3%,1%,8%
CC1CCCCN1Cc1ccc(-c2nnn(CC(=O)NC3CCCCC3)n2)cc1 (stereo not given),-10%,-2,-8%,-0.1%,-16%,22%,3%[46.1 µM],-2%,/,2%
O=C(NCCCn1cccn1)C1CCC(=O)N(CCc2ccccc2)C1 (stereo not given),4%,2,2%,0.6%,14%,-19%,-1%,-7%,2%,23%
O=C(C1CCCCN1S(=O)(=O)c1ccc(F)cc1)N1CCN(c2ccccc2F)CC1 (stereo not given),1%,5,-10%,-0.3%,-20%,-4%,5%,-2%,5%,-3%
C=CCNC(=O)c1ccc2c(=O)n(Cc3ccccc3OC)c(=S)[nH]c2c1,-2%,?,-2%,0.0%,-13%,-19%,-9%,0%,8%,18%
Cc1[nH][nH]c(=O)c1C(c1ccc(-c2ccc(Cl)cc2Cl)o1)c1c(C)[nH][nH]c1=O,-3%,3,-6%,-0.4%,/,/,/,/,-4%,-7%
COc1ccc(F)cc1S(=O)(=O)n1cc(C)nc1-c1ccccc1,-10%,0,14%,-0.4%,11%,4%,-2%,-4%,5%,3%
CCOC(=O)c1c(NC(=O)CN2CCCCC2)sc2c1CCN(C(=O)OCC)C2,6%,?,?,0.2%,-74%,-41%,-1%,3%,-3%,2%
O=C(OCc1nnc(-c2cccs2)o1)c1cccnc1Cl,10%,1,?,-0.1%,4%,-9%,3%,-8%,-6%,/
CCOC(=O)c1sc(/N=C/Nc2nc(C)c(C(=O)OCC)s2)nc1C,0%,-1,11%,0.5%,-13%,12%,0%,-2%,-6%,22%
CCOC(=O)C[C@H]1c2ccccc2S(=O)(=O)N1C1CC1,/,/,/,/,-14%,5%,-8%,0%,/,/
O=C(COC(=O)/C=C/c1cccc(C(F)(F)F)c1)Nc1cccc2ccccc12,10%,1,1%,3.9%,-20%,10%,2%[46.1 µM],0%,/,2%
COc1ccc(N(CC(=O)N2CCOCC2)S(C)(=O)=O)c(OC)c1,/,3,-17%,-0.2%,3%,-3%,/,-5%,0%,3%
O=C(Nc1cccc(OC(=O)c2ccco2)c1)c1ccco1,9%,8,?,0.1%,62%,25%,1%,-5%,2%,?
CC1(C)C2([N+](=O)[O-])CN3CC1([N+](=O)[O-])CN(C2)C3C(O)C(O)C(O)CO (stereo not given),3%,-4,13%,-0.5%,-42%,-18%,-6%,-10%,8%,-6%
CCN1CCN(C2=C(NS(=O)(=O)c3ccc(C)cc3)C(=O)c3ccccc3C2=O)CC1,24%,5,-7%,0.0%,-104%[inhibitor],-35%,7%,-11%,21%,-6%
CCC1=C(OC(=O)N(CC)CC)N2C(=O)OC(=NCC(=O)OC)[C@]2(C)[C@H]2C1=CC[C@H]1C(=O)N(CC(=O)OC)C(=O)[C@H]12,-5%,0,0%,-0.4%,7%,18%,-4%,/,-23%,-2%
O=C(NC1CCCc2c1cnn2-c1cc(F)cc(F)c1)c1ccc[n+]([O-])c1 (stereo not given),-9%,-3,18%,-0.7%,-10%,0%,5%,-2%,-4%,9%
O=C(O)CCCC(=O)Nc1ccccc1SCCS(=O)(=O)c1ccc(Cl)cc1,-4%,-1,3%,0.3%,-7%,14%,-2%,0%,-3%,15%
CC(=O)c1cccc(NC(=O)N2CCCC2C(=O)Nc2ccc3c(c2)OCO3)c1 (stereo not given),-9%,0,1%,-0.2%,2%,-12%,1%,-10%,1%,42%[activator]
COc1ccc(C(=O)CSc2nnc(-c3cnccn3)n2Cc2ccco2)cc1,-3%,/,-24%,-0.6%,11%,10%,-18%,0%,7%,-13%
Cc1ccc(NC(=S)N2CCC(c3nc4ccccc4s3)CC2)cc1,-7%,-12,?,-0.2%,2%,-4%,-2%,-5%,/,15%

Quoted from the listing.
TSG101-PTAP inh with `COc1ccc(F)cc1S(=O)(=O)n1cc(C)nc1-c1ccccc1` → -4%
p53 reactivator with `CCOC(=O)c1cnn(-c2cc(C)cc(C)c2)c1N` → -1%
